Screening results as filed in PubChem BioAssay.
VEEV TC-83 Vero: inhibitors of VEEV TC-83 cytopathic effect, confirmation, Vero cells (AID 588727); Vero cells, VEEV TC-83 cytopathic effect inhibition; higher % means a stronger effect; one-dose inhibition, % at 20 µM; IC50 in µM for titrated hits; 350,000 compounds, 0.13% hits; in the data active = a potency from the dose series; inconclusive = inhibition mostly from about 14% at the one dose, without a potency; inactive = the rest, 99 in 100 with inhibition below about 12%; also: strong numbers were not always called active
* = called active by the depositor; i = inactive; ? = inconclusive. A portion of the library (hit frequency here may not be typical).

SMILES	VEEV TC-83 Vero
C[C@@H]1CCCCO[C@H](CN(C)C(=O)Nc2ccccc2)[C@@H](C)CN([C@H](C)CO)C(=O)c2cc(NS(=O)(=O)c3cn(C)cn3)ccc2O1	0.2%
COc1ccc(CC(O)CO)cc1OCc1ccccc1 (configuration not stated)	2.0%
CCN(CC)S(=O)(=O)c1ccc(N2CCOCC2)c(NC(=O)c2nn(C(C)C)c(=O)c3ccccc23)c1	6.1%
Cc1cc(=O)c2c(=O)[nH][nH]c2[nH]1	0.8%
COc1ccc(C2CCc3cc(OC)c(OC)cc3C2NC=O)cc1OC (configuration not stated)	0.4%
CCC(Sc1nc2ccsc2c(=O)n1CCC(=O)O)C(=O)Nc1ccc(Cl)cc1 (configuration not stated)	0.1%
CCN(CC)C(=O)C1=C(C)N(CCCOC)C(=O)C(CC(=O)NCC2CCCCC2)C1 (configuration not stated)	0.6%
CCCC1NC(=O)c2cc3ccccc3cc2-n2c1nc1ccc(C)cc1c2=O (configuration not stated)	0.4%
COc1cc2c(cc1OC)C(=O)C(c1ccc3c(c1)OCO3)CC2 (configuration not stated)	0.8%
Cc1ccc(S(=O)(=O)NN=C2CC3CC2C2CCCC32)cc1 (configuration not stated)	0.7%
Cc1ccc(S(=O)(=O)N(C)C[C@H]2OCc3cn(nn3)CCCC(=O)N([C@@H](C)CO)C[C@@H]2C)cc1	0.1%
Cc1ccc(S(=O)(=O)N(C)c2ccc(C(=O)NCC(c3ccco3)N3CCCC3)cc2)cc1 (configuration not stated)	0.1%
O=C1c2ccccc2C(=O)N1N=Cc1ccc2c(c1)OCO2	i
CCN(CC)c1ccc(NC(=O)COC(=O)CCc2cc(OC)c(OC)c(OC)c2)cc1	0.4%
C#CCN(C[C@H]1[C@H](OC(=O)NCc2ccccc2)[C@H](OC(=O)NCc2ccccc2)C[C@H]2C(=O)N(c3ccccc3)C(=O)[C@@H]12)S(=O)(=O)c1ccc(C)cc1	2.9%
Cn1c(=O)c2c(ncn2CC(=O)OCC(=O)c2ccc(OC(F)F)cc2OC(F)F)n(C)c1=O	2.0%
O=C(COn1nnc2ccc(S(=O)(=O)N3CCOCC3)cc21)NCc1cccc(Cl)c1	1.6%
C#Cc1cccc(C(=O)N(Cc2cccnc2)CC2CCCN(C3CCCCC3)C2)c1 (configuration not stated)	i
COc1ccc(S(=O)(=O)N2CCN(C(=O)c3cccc(S(=O)(=O)N4CCCC4)c3)CC2)cc1	i
COc1ccccc1CNc1cccc(C)n1	0.8%
Cc1ccccc1S(=O)(=O)N(C)C[C@@H]1OCc2cnnn2CCCC(=O)N([C@H](C)CO)C[C@H]1C	i
CC1(C)CN(C2CCCCC2)C(=O)[C@H]1CC(=O)Nc1ccc(Br)cc1	0.6%
CC(=O)Nc1ccc(S(=O)(=O)NC(C)C(=O)OCC(=O)Nc2ccc(F)cc2Cl)cc1 (configuration not stated)	i
Cc1cc(C(=O)OC(C)C(=O)Nc2ccccc2)c(C)n1C1CC1 (configuration not stated)	2.3%
O=C(CCC1CCN(C(=O)C2CC=CCC2)CC1)Nc1ccccc1 (configuration not stated)	i
CC[C@@H](NCCCn1cnc2c(SC)ncnc21)c1ccccc1	i
O=C(Nc1ccccc1Cl)OCC#CCOC(=O)Nc1ccccc1Cl	0.4%
CN(C(=O)COC(=O)c1cccc(S(=O)(=O)N2CCCCCC2)c1)c1ccccc1	8.4%
Cc1ccc(S(=O)(=O)Nc2ccccn2)c(C)c1	0.4%
CC(C)(C)OC(=O)NCCc1onc(-c2cccc([N+](=O)[O-])c2)c1C(=O)O	i
COCCCN1C(=O)C(CC(=O)NCc2ccco2)CC(C(=O)N2CCOCC2)=C1C (configuration not stated)	i
COC(=O)C1=C(c2ccc(OCc3ccccc3)cc2)C[C@@H]2CC[C@H]1N2C(=O)NCc1ccccc1OC	1.3%
Cc1cccc(C(=Cc2ccc([N+](=O)[O-])cc2)C(=O)O)c1	0.9%
COc1ccc(C(C#N)=Cc2cccc(OC)c2OC)cc1	3.2%
O=C(CCSc1nc(-c2ccccc2)c(-c2ccccc2)o1)N1CCCCC1	2.6%
C[C@H]1CN([C@@H](C)CO)C(=O)c2cc(C#CCC3CCCC3)cnc2O[C@@H]1CN(C)C(=O)CC1CC1	0.1%
COc1ccc(Br)cc1/C=N/NS(=O)(=O)c1ccccc1	12%
CN(C1CCCCC1)S(=O)(=O)c1ccc(SCC(N)=O)nc1	1.4%
CCOc1ccc(/C=C/C(=O)N(CC)CC(=O)Nc2c(F)cccc2F)cc1OC	i
Fc1ccc(-c2nc3c4ccccc4ccn3c2Cc2ccccc2)cc1	2.3%
COCCn1c(=S)[nH]c2cc(C(=O)NC3CCCCC3C)ccc2c1=O (configuration not stated)	2.4%
CCN1C(=O)[C@H]2[C@@H](c3ccc(C(F)(F)F)cc3)N[C@]3(CCCN(Cc4ccco4)C3=O)[C@H]2C1=O	i
c1ccc(Cc2c(-c3ccccc3)nc3c4ccccc4ccn23)cc1	0.7%
C[C@H](CO)N1C[C@H](C)[C@@H](CN(C)Cc2ccccn2)Oc2ncc(Br)cc2C1=O	i
CCOc1cc(N2CCOCC2)c(OCC)cc1NC(=O)COC(=O)c1c(C)noc1C	i
Cc1ccc(S(=O)(=O)N(C)c2ccc(C(=O)NCC(c3ccccc3)N3CCCC3)cc2)cc1 (configuration not stated)	0.1%
O=C(COC(=O)c1ccc(S(=O)(=O)N2CCCC2)cc1)Nc1ccccc1Cl	0.6%
COc1ccc(N2C[C@H](C)[C@@H](CC(=O)Nc3ccc(Br)cc3)C2=O)cc1	0.1%
CC(=O)NCCc1ccc(C(=O)COC(=O)c2ccc(C)s2)cc1	i
COCC(=O)N(C)C[C@@H]1Oc2cc(Br)ccc2S(=O)(=O)N([C@H](C)CO)C[C@H]1C	i
O=C1CCC2c3[nH]c4ccccc4c3CCN12 (configuration not stated)	1.3%
C[C@H](CO)N1C[C@H](C)[C@H](CN(C)C(=O)Nc2ccnc(N3CCOCC3)c2)OCc2cnnn2CCCC1=O	0.3%
Cc1ccc(NC(=O)CN2C(=O)NC3(CCCCC3C)C2=O)cc1S(=O)(=O)N1CCOCC1 (configuration not stated)	4.7%
Cc1cc(C)c(NC(=O)CN2CCN(S(=O)(=O)c3ccc4c(c3)OCCO4)CC2)c(C)c1	0.1%
O=Cc1cn(CCOc2ccc(F)cc2)c2ccccc12	2.8%
Cc1ccc(S(=O)(=O)N2CCCCC2)cc1NC(=O)C1CCN(C(=O)OC(C)(C)C)CC1	i
CCCOc1ccc(C2C(C(=O)c3ccco3)=C(O)C(=O)N2CCCn2ccnc2)cc1OC (configuration not stated)	1.5%
COc1cccc(-c2cccc(NC(=O)C3CCN(CCCn4cccn4)CC3)c2)c1	i
Cc1ccsc1/C=C1\Oc2cc(O)ccc2C1=O	4.3%
O=C(OCc1ccccc1)N1CCC2CC1c1ccc(Cl)cc12 (configuration not stated)	0.2%

Not a retest: 14 of the compounds above.
SMILES	VEEV TC-83 Vero
O=C(COC(=O)c1ccc(S(=O)(=O)N2CCCC2)cc1)Nc1ccccc1Cl	0.6%
COc1ccc(N2C[C@H](C)[C@@H](CC(=O)Nc3ccc(Br)cc3)C2=O)cc1	0.1%
CC(=O)NCCc1ccc(C(=O)COC(=O)c2ccc(C)s2)cc1	i
COCC(=O)N(C)C[C@@H]1Oc2cc(Br)ccc2S(=O)(=O)N([C@H](C)CO)C[C@H]1C	i
O=C1CCC2c3[nH]c4ccccc4c3CCN12 (configuration not stated)	1.3%
C[C@H](CO)N1C[C@H](C)[C@H](CN(C)C(=O)Nc2ccnc(N3CCOCC3)c2)OCc2cnnn2CCCC1=O	0.3%
Cc1ccc(NC(=O)CN2C(=O)NC3(CCCCC3C)C2=O)cc1S(=O)(=O)N1CCOCC1 (configuration not stated)	4.7%
Cc1cc(C)c(NC(=O)CN2CCN(S(=O)(=O)c3ccc4c(c3)OCCO4)CC2)c(C)c1	0.1%
O=Cc1cn(CCOc2ccc(F)cc2)c2ccccc12	2.8%
Cc1ccc(S(=O)(=O)N2CCCCC2)cc1NC(=O)C1CCN(C(=O)OC(C)(C)C)CC1	i
CCCOc1ccc(C2C(C(=O)c3ccco3)=C(O)C(=O)N2CCCn2ccnc2)cc1OC (configuration not stated)	1.5%
COc1cccc(-c2cccc(NC(=O)C3CCN(CCCn4cccn4)CC3)c2)c1	i
Cc1ccsc1/C=C1\Oc2cc(O)ccc2C1=O	4.3%
O=C(OCc1ccccc1)N1CCC2CC1c1ccc(Cl)cc12 (configuration not stated)	0.2%

The listing continues:
SMILES	VEEV TC-83 Vero
COc1cccc(NC(=O)N(C)C[C@H]2OCc3cnnn3CCCC(=O)N([C@H](C)CO)C[C@@H]2C)c1	i
C[C@@H]1CN([C@H](C)CO)S(=O)(=O)c2ccc(C#C[C@@H](C)O)cc2O[C@@H]1CN(C)Cc1ccc(-c2ccccc2)cc1	3.7%
COc1ccccc1NC(=O)N(C)C[C@@H]1OCc2cnnn2CCCC(=O)N([C@@H](C)CO)C[C@H]1C	1.9%
Cc1ccc([C@H]2C[C@@H](O)[C@H](n3cc(C4CC4)nn3)CN2Cc2cccs2)cc1	i
C[C@H](CO)N1C[C@H](C)[C@@H](CN(C)Cc2cccnc2)Oc2ncc(-c3cccc(C#N)c3)cc2C1=O	0.3%
COc1cccc(N2CCN(C(=O)c3cccc(S(=O)(=O)N4CCCC4)c3)CC2)c1	i
COC(=O)C[C@H]1C[C@@H]2c3cc(N(C)C)ccc3O[C@@H]2[C@H](CO)O1	0.7%
C[C@@H]1CN([C@@H](C)CO)C(=O)CCCn2nncc2CO[C@H]1CN(C)C(=O)Nc1ccc2c(c1)OCO2	0.1%
Cc1ccc(-c2nn(-c3ccccc3)cc2C(=O)Nc2cccc(S(=O)(=O)NC3=NCCC3)c2)cc1	11%
O=C(Nc1ccc2c3c(cccc13)CC2)c1ccccc1	2.5%
CNC(=O)C[C@H]1C(=O)N(C2CCCCC2)C[C@@H]1CSC	i
C[C@@H]1CN([C@@H](C)CO)C(=O)CCCn2nncc2CO[C@H]1CN(C)C(=O)c1ccc(N2CCN(C)CC2)cc1	1.4%
O=C(NCCc1ccccc1)c1ccccc1C(F)(F)F	i
COc1ccc(OCc2cc(C(=O)NC(C)c3nc(C)cs3)no2)c(Cl)c1 (configuration not stated)	2.5%
O=C(O)Cc1sc(Nc2ccc(Cl)cc2)nc1-c1cccs1	3.7%
Cc1cn([C@H]2C[C@H](O)[C@@H](CNC(=O)CNC(=O)CN)O2)c(=O)[nH]c1=O	i
COc1ccc([C@H]2C[C@@H](n3cc(-c4ccc(F)cc4)nn3)[C@H](O)CN2Cc2cccs2)cc1	6.0%
COc1ccccc1-c1n[nH]nc1C1=CC(=O)C[C@H](c2ccc(F)cc2)C1	5.7%
O=c1[nH]cc(CCc2ccccc2)c(=O)[nH]1	i
CCCCCCN1C[C@@H](O)[C@H](n2cc(COC(=O)c3ccccc3)nn2)C[C@@H]1c1ccccc1	i
Cc1ccc(-c2nc3ccc(Cl)cn3c2CC(C)(C)C)cc1	2.6%
Cc1noc(C)c1CCC(=O)Nc1cc(Cl)ccc1C(=O)O	0.3%
Cc1ccccc1Nc1nc(N)nc(COC(=O)c2ccc3c(c2)OCCO3)n1	6.8%
Cc1ccc(NC(=O)C(C)Sc2nnc3n2CCCCC3)cc1S(=O)(=O)N1CCOCC1 (configuration not stated)	1.0%
COc1ncnc2c1ncn2CCCNCc1ccccn1	i
CC1=C(C(=O)N2CCOCC2)CC(CC(=O)NC2CCCCC2)C(=O)N1Cc1ccccc1 (configuration not stated)	0.5%
COc1cc2ccc(C(C)=O)c(O)c2cc1OC	1.0%
C[C@H](CO)N1C[C@H](C)[C@@H](CN(C)S(=O)(=O)c2ccc(-n3cccn3)cc2)OCc2cnnn2CCCC1=O	i
C[C@H](CO)N1C[C@H](C)[C@H](CN(C)C(=O)Oc2ccccc2)OCc2cnnn2CCCC1=O	2.1%
O=C(c1ccc(Br)cc1)N1CCN(c2ccccn2)CC1	0.3%

Quoted at random: 2 records from the list, in no set order.
SMILES	VEEV TC-83 Vero
O=c1[nH]cc(CCc2ccccc2)c(=O)[nH]1	i
COc1ccc([C@H]2C[C@@H](n3cc(-c4ccc(F)cc4)nn3)[C@H](O)CN2Cc2cccs2)cc1	6.0%

More results:
SMILES	VEEV TC-83 Vero
CC1=C(C(=O)N(C)C)CC(CC(=O)NCCN2CCOCC2)C(=O)N1Cc1ccccc1 (configuration not stated)	0.5%
CCCCN1C(=O)C(CC(=O)NC(c2ccccc2)c2ccccc2)CC(C(=O)N2CCOCC2)=C1C (configuration not stated)	0.7%
Cc1ccc2c(=O)n3c(nc2c1)C(Cc1ccccc1)NC(=O)c1cccnc1-3 (configuration not stated)	1.2%
O=C(Nc1ccc(S(=O)(=O)Nc2ncccn2)cc1)c1ccc(Br)cc1	?
CC(OC(=O)c1cccc(S(=O)(=O)N2CCOCC2)c1)C(=O)NCC1CCCCC1 (configuration not stated)	i
COC(=O)[C@H]1C[C@H](OC(=O)NCC2CCCCC2)[C@@]2(O)CN(S(=O)(=O)c3ccc(C)cc3)CC2[C@H]1C(=O)OC (some centres not stated)	0.4%
COc1cc(OC)cc(C(=O)OCC(=O)NC2CCCCCCC2)c1	i
COc1ccc([C@H]2C[C@@H](n3cc(COC(=O)c4ccccc4)nn3)[C@H](O)CN2C(=O)c2cccs2)cc1	i
Cc1cc(Cl)ccc1OCC(=O)OCC(=O)Nc1ccc(Cl)cn1	i
C[C@H]1Cn2cnc(C(=O)NCc3ccc(CNC(=O)OC(C)(C)C)cc3)c2C(=O)N1	1.2%
CC(C)c1ncc(CO)n1Cc1c(Cl)cccc1Cl	1.0%
O=C1CCC2CN3CCc4c([nH]c5ccccc45)C3CC2C1 (configuration not stated)	0.4%
Cc1ccc([C@H]2C[C@H](n3cc(COC(=O)c4ccccc4)nn3)[C@@H](O)CN2CC2CCCCC2)cc1	i
Cc1ccc(S(=O)(=O)NN=CC2(c3ccccc3)CC2)cc1	0.9%
C[C@@H]1CN([C@@H](C)CO)S(=O)(=O)c2ccc(Br)cc2O[C@@H]1CN(C)C(=O)c1ccccn1	1.1%
NC(Cc1ccccc1Cl)c1nn[nH]n1 (configuration not stated)	0.6%
CCc1ccccc1NC(=O)CN1CCN(C(=O)c2cc(C3CC3)nn2-c2ccccc2)CC1	6.6%
CCOc1ccc2nc(NC(=O)c3cccc(N4C(=O)CCC4=O)c3)sc2c1	0.9%
CCCCCCN1C[C@@H](n2cc(COC(=O)c3ccccc3)nn2)[C@H](O)C[C@@H]1c1ccccc1	1.4%
